SIRT5 inh = blocks human SIRT5 desuccinylation of peptide | Q9NXA8 | Purified SirT5, succinyl-peptide AMC, trypsin-coupled fluorescence | inhibition, % at 15 µM | hit rate 1.1% among 330,000 | AID 652115; in the data active = inhibition above about 15%; inconclusive = no clear call, values can overlap the other calls
Target sequence (Q9NXA8 whole entry, looked up): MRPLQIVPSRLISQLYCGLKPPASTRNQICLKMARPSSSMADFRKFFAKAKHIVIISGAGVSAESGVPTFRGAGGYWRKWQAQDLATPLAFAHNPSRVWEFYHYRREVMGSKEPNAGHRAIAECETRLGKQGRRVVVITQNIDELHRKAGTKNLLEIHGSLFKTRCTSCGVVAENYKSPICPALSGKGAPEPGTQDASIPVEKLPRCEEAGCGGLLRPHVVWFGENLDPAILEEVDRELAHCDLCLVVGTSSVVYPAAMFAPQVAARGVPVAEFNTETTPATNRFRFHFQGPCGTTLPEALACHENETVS
C2C12 statin = suppression of simvastatin myotoxicity; C2C12 myotubes + simvastatin, ATP luminescence, 48 h; scaled: DMSO 0, geranylgeraniol control 100; rescue of ATP level, % at 7.49 µM; hit rate 0.78% among 330,000; AID 602340;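 active = mean ATP rescue above about 67%, or every replicate alone reaching that limit, limit read from the data, passing the limit was not always enough; inconclusive = no clear call, values can overlap the other calls; inactive = mean under the limit and some replicate under it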;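 note: myotubes were challenged with 10 µM simvastatin during compound exposure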
LGR2 inh = blocks bursicon-induced cAMP signaling via Drosophila LGR2; HEK293 LGR2, CRE-luciferase, bursicon-stimulated, 4 h; inhibition, % at 9.99 µM; hit rate 0.35% among 380,000; AID 720647;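 active = drop in luminescence signal, shown as inhibition above about 50% in the replicate tests, limit read from the data, passing the limit was not always enough; inconclusive = probably only some replicates passing the limit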;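 note: agonist challenge used bursicon conditioned medium at about half maximal strength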
PGC1a acetyl inh = modulators of PGC1a acetylation | U2OS PGC1a acetylation, AlphaScreen anti-acetyl-lysine; with virally co-expressed GCN5 acetyltransferase | AID 651687 | hit rate 0.17% among 350,000 | inhibition, % at 15.6 µM;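 active = every replicate shows inhibition of at least 40%; inconclusive = mean inhibition at least 40% but some replicate below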;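 note: 0% = neutral control wells and 100% = positive control wells; some results beyond the cut were filed as inactive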
Cneo AK release = causes C. neoformans cell lysis; lysis activity, % at 15 µM; hit rate 0.2% among 360,000; adenylate kinase release luminescence, 4 h; normalised: neutral wells 0, clomiphene wells 100;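 active = mean lysis activity across replicates of at least 80%, whatever share of replicates individually reach that level; inactive = mean lysis activity below 80%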
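Assay system: C. neoformans cells. Amount: yeast cell density of 5 × 10^6 cells/mL. Technique: AK luminescence. Buffer or medium: YPD. Times: static 4 h at 37 °C with compound, 1 h detection. Dosing: single-point compound dose. Read-out: lysis from increased AK signal.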
S100A4 MyoIIA = inhibitors of human S100A4 binding to myosin IIA peptide; S100A4/TAMRA-MyoIIA peptide fluorescence polarization; hit rate 0.14% among 360,000; inhibition, % at 10.7 µM;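 active = mean inhibition of at least 70% across replicates, with every replicate also reaching that level; inconclusive = mean inhibition reaches 70% but some replicates fall short; inactive = mean inhibition below 70%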
Target sequence (P26447 whole entry, looked up): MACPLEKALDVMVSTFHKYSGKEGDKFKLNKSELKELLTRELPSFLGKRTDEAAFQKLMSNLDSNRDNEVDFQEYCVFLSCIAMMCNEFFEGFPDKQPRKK
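Material: S100A4 monomer protein / Buffer or medium: 50 mM HEPES pH 7.2, 10 mM CaCl2, 100 mM KCl / Times: 5 min incubation before reading / Benchmarks: neutral control DMSO, positive control TFP / Reagent: labelled myosin peptide probe, 5 nM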
Xi reactivation = reactivates the inactive X chromosome in mouse fibroblasts; activation, % at 7.58 µM; XiGFP mouse fibroblasts, % GFP-positive cells imaging, 3 d; cells co-treated with 5-aza-dC sensitizer; scaled so ellipticine positive control = 100%; hit rate 0.055% among 360,000; AID 743238;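 active = mean normalized replicate activation at least 10% and every replicate at or above 10%; inconclusive = only one of the two criteria met; inactive = mean below 10% and not all replicates reach 10%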;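 note: 0% = median of on-plate neutral control wells and 100% = ellipticine 6 µM median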
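Material: XiGFP fibroblasts, SV40-immortalized. Buffer or medium: DMEM plus 5-aza-dC sensitizer. Compound: single concentration per compound, delivered by pin transfer. Times: 3 days compound exposure. Controls: ellipticine 6 µM.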
ERAP1 inh = blocks human ERAP1 aminopeptidase activity; Q9NZ08; recombinant ERAP1, Leu-AMC fluorescence, 60 min; inhibition, % at 10.7 µM; hit rate 0.15% among 340,000;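 active = mean replicate inhibition of at least 30%, or all replicates individually reaching that 30% level; inactive = mean below 30% and not every replicate reaching it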;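 note: 0% = neutral control wells and 100% = L-leucinethiol positive control wells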
The depositor's hits bear a star; ? = inconclusive; · = not tested or not shown.

The opening 5 entries as a preview:
[1] CCC(=O)Nc1ccc2c(c1)OC[C@H](C)N(C(=O)c1ccccc1F)C[C@H](C)[C@H](OC)CN(C)C2=O
[2] COc1cccc(N(CC(=O)NC2CCCCC2)C(=O)c2snc(C(N)=O)c2N)c1
[3] CCOC(=O)/C(=C/C=C/c1ccccc1)NC(=O)c1ccccc1
[4] COc1ccccc1NC(=O)Oc1cccc(OC(=O)c2ccccc2)c1
[5] C/C=C/c1ccccc1[C@@H]1[C@@H](CO)N(C(C)=O)[C@H]1C#N
compound no.,1,2,3,4,5
SIRT5 inh,0,1,1,-3,-3
C2C12 statin,-19,-22,·,-2,·
LGR2 inh,-21,-2,4,-3,16
PGC1a acetyl inh,·,-8,·,1,8
Cneo AK release,0,0,·,-4,·
S100A4 MyoIIA,13,-4,-2,-7,2
Xi reactivation,0.0,0.3,0.0,-0.1,0.1
ERAP1 inh,0,-2,1,-1,1

Results, from the first entry:
[1] CCC(=O)Nc1ccc2c(c1)OC[C@H](C)N(C(=O)c1ccccc1F)C[C@H](C)[C@H](OC)CN(C)C2=O
[2] COc1cccc(N(CC(=O)NC2CCCCC2)C(=O)c2snc(C(N)=O)c2N)c1
[3] CCOC(=O)/C(=C/C=C/c1ccccc1)NC(=O)c1ccccc1
[4] COc1ccccc1NC(=O)Oc1cccc(OC(=O)c2ccccc2)c1
[5] C/C=C/c1ccccc1[C@@H]1[C@@H](CO)N(C(C)=O)[C@H]1C#N
[6] CCOc1ccccc1C(c1c(O)nc(SC)[nH]c1=O)c1c(O)nc(SC)[nH]c1=O
[7] O=C(COC(=O)c1cc(S(=O)(=O)N2CCCCC2)ccc1N1CCOCC1)NCCc1ccc(F)cc1
[8] Cn1cnc2cc(NC(=O)c3cccs3)ccc21
compound no.,1,2,3,4,5,6,7,8
SIRT5 inh,0,1,1,-3,-3,-2,-3,-4
C2C12 statin,-19,-22,·,-2,·,·,·,·
LGR2 inh,-21,-2,4,-3,16,0,-22,-54
PGC1a acetyl inh,·,-8,·,1,8,3,·,0
Cneo AK release,0,0,·,-4,·,6,·,·
S100A4 MyoIIA,13,-4,-2,-7,2,-1,-4,3
Xi reactivation,0.0,0.3,0.0,-0.1,0.1,-0.1,0.0,0.4
ERAP1 inh,0,-2,1,-1,1,·,2,-1

[9] O=C1CC2(CCN(C(=O)COc3ccccc3F)CC2)Oc2ccccc21
[10] Cc1ccc(S(=O)(=O)Nc2ccccc2C=NNC(=O)c2ccncc2)cc1
[11] O=C(Nc1ccc(-c2csnn2)cc1)C1CC1
[12] C[C@H](CO)N1C[C@H](C)[C@H](CN(C)C(=O)c2ccncc2)OCCCC[C@H](C)Oc2ccc(NS(=O)(=O)c3ccccc3)cc2C1=O
[13] Cc1ccc(S(=O)(=O)Nc2cccc3c2O[C@H](CN(C)S(=O)(=O)c2ccc(Cl)cc2)[C@H](C)CN([C@H](C)CO)C3=O)cc1
[14] Cc1ccc(C(=O)OC(C)CN2CCOCC2)cc1 (configuration not stated)
[15] COc1ccc(OC)c(C2C(C(=O)c3cccs3)=C(O)C(=O)N2CCN2CCOCC2)c1 (configuration not stated)
[16] CCN(C(=O)c1ccc2c(OC)n(CC)nc2c1)c1ccc(OC)cc1
compound no.,9,10,11,12,13,14,15,16
SIRT5 inh,1,1,1,-5,6,14,-2,-10
C2C12 statin,9,-5,·,·,·,·,-3,10
LGR2 inh,8,12,-1,24,-32,-6,-15,-16
PGC1a acetyl inh,-8,·,3,2,9,3,1,-21
Cneo AK release,10,13,·,1,·,-1,-2,0
S100A4 MyoIIA,-4,-26,1,6,1,-5,-5,2
Xi reactivation,-0.1,-0.1,0.1,-1.1,-1.1,-0.1,0.0,-0.1
ERAP1 inh,-3,0,-3,0,0,-4,4,-9

[17] CC(=O)Nc1cc(-c2ccc(C(=O)N3CCOCC3)cc2)cn2c(-c3ccc(S(C)(=O)=O)cc3)cnc12
[18] Cc1c2ccccc2c(C)c2c1ccc1ccccc12
[19] Cc1ccc(NC(=O)c2cc(N3C(=O)C=CC3=O)ccc2N2CCOCC2)cc1
[20] C[C@H](CO)N1C[C@H](C)[C@H](CN(C)S(=O)(=O)c2ccc(Cl)cc2)Oc2c(NC(=O)C3CC3)cccc2C1=O
[21] CCOC(=O)C/C(C)=N/NC(=O)c1cccs1
[22] CO[C@H]1CN(C)C(=O)c2ccc(NC(=O)C3CCOCC3)cc2OC[C@H](C)N(CC2CC2)C[C@H]1C
[23] COc1ccc(-n2c(C)cc(=O)c3c2CC(C)(C)CC3=O)cc1
[24] CN(Cc1ccccn1)C(=O)CC1C(=O)NCCN1Cc1ccc(F)cc1Cl (configuration not stated)
compound no.,17,18,19,20,21,22,23,24
SIRT5 inh,-4,10,2,-2,-1,0,·,-6
C2C12 statin,-9,3,·,-22,·,6,-8,9
LGR2 inh,-3,-5,4,17,-12,6,-7,8
PGC1a acetyl inh,·,1,·,-2,6,4,15,0
Cneo AK release,-2,-1,·,6,1,1,0,-2
S100A4 MyoIIA,5,-2,-2,2,2,6,·,-1
Xi reactivation,0.4,0.5,1.2,-0.3,·,0.0,·,0.1
ERAP1 inh,3,-1,1,0,-5,2,·,4

[25] N=C1/C(=C\c2coc3ccc(O)cc3c2=O)C(=O)N=C2SC=CN12
[26] COc1ccccc1CNS(=O)(=O)c1ccc(-c2cnc(C3CC3)o2)cc1
[27] N#C[C@@H]1[C@@H](c2ccc(-c3ccncc3)cc2)[C@@H](CO)N1C(=O)C1CCCC1
[28] O=S(=O)(NCc1cccs1)c1ccc(Cl)s1
[29] Cc1cc(C(=O)NC2CCCc3ccccc32)ccc1[N+](=O)[O-] (configuration not stated)
[30] CCc1ccc(CN(C)C(=O)c2ccc3c(=O)n4c(nc3c2)CCC4)cc1
[31] CCN(CC)c1ccc(NC(=O)CCCOc2cccc(C)c2)cc1
[32] CC(Oc1ccc2c(-c3ccccc3)cc(=O)oc2c1)C(=O)N[C@H](Cc1c[nH]c2ccccc12)C(=O)O (some centres not stated)
compound no.,25,26,27,28,29,30,31,32
SIRT5 inh,7,1,2,0,-2,-1,2,5
C2C12 statin,·,-25,-12,·,7,9,2,6
LGR2 inh,9,14,5,0,-20,-15,18,-9
PGC1a acetyl inh,·,·,-3,-5,·,·,12,-4
Cneo AK release,·,1,2,11,-14,1,·,0
S100A4 MyoIIA,-10,2,-7,-1,7,4,-2,-7
Xi reactivation,0.0,0.5,0.0,0.0,0.1,0.3,0.0,·
ERAP1 inh,·,1,3,9,-5,3,-1,0

[33] CC(C)c1ccc(CN2CCN(C(=O)CCl)CC2)cc1
[34] O=C(CCCOc1ccccc1)N1CCN(S(=O)(=O)c2ccccc2)CC1
[35] COc1ccc(CNCc2ccncc2)c(OC)c1
[36] C[C@@H]1CN([C@@H](C)CO)C(=O)c2c(c3ccccc3n2C)-c2ccccc2CO[C@H]1CN(C)C(=O)[C@H]1CCCN1C
[37] NNC(=S)NCCc1ccccc1
[38] O=C(CCl)Nc1cc(S(=O)(=O)N2CCOCC2)ccc1N1CCOCC1
[39] CCOC(=O)c1c(C)[nH]c(C(=O)COC(=O)CCSc2ccccc2)c1C
[40] O=C(N/C(=C/C=C\c1ccccc1)C(=O)N1CCOCC1)c1ccc(Br)cc1
compound no.,33,34,35,36,37,38,39,40
SIRT5 inh,-6,0,-1,-1,-5,-5,·,7
C2C12 statin,·,1,0,·,2,-4,·,12
LGR2 inh,8,10,13,6,-23,15,-77,3
PGC1a acetyl inh,·,·,16,3,8,-4,0,·
Cneo AK release,·,-2,-11,0,2,·,-7,0
S100A4 MyoIIA,-20,1,-3,13,-6,-2,·,-5
Xi reactivation,0.4,0.2,0.3,0.0,0.2,0.0,0.5,0.0
ERAP1 inh,-1,0,0,2,-5,0,·,0

[41] CCC(=O)Nc1nnc(S(=O)(=O)N(CC(C)C)c2ccccc2)s1
[42] COc1ccc(-c2ccc(SCC(=O)Nc3nnc(C)s3)nn2)cc1
[43] CCCc1nn2c(=O)cc(CSCC(=O)Nc3cccc(OC)c3)nc2s1
[44] CCOc1ccc(CNS(=O)(=O)c2cc(CN3C(=O)c4cccnc4C3=O)ccc2OC)cc1
[45] COc1ccc(C(=O)Nc2cccc(NC(C)=O)c2)cc1
[46] CC(=O)NC1C2CN3CCN(C2)CC1(Cc1ccccc1)C3 (configuration not stated)
[47] CCOC(=O)N1CCN(C(=O)COc2ccc(Cl)c(C)c2)CC1
[48] COc1ccc(/C(C)=N/NC(=O)CNC(=O)c2ccncc2)cc1
compound no.,41,42,43,44,45,46,47,48
SIRT5 inh,-3,-1,-3,-8,0,·,-6,6
C2C12 statin,-7,·,10,-23,5,-8,0,·
LGR2 inh,-2,-19,4,-5,-8,4,6,-13
PGC1a acetyl inh,-3,4,8,6,-3,2,·,5
Cneo AK release,0,·,0,-8,-3,1,0,1
S100A4 MyoIIA,3,10,-2,-5,0,·,-8,1
Xi reactivation,0.0,0.0,0.0,0.1,-0.1,0.1,0.0,0.0
ERAP1 inh,-2,0,-3,-1,-1,·,-2,1

[49] CC1(C)Cc2nc3sc4c(SCC(=O)O)ncnc4c3cc2CO1
[50] N=c1c(S(=O)(=O)c2ccc(Br)cc2)cc2c(=O)n3ccccc3nc2n1Cc1ccco1
[51] CC(NC(=O)CC(O)(C(F)(F)F)C(F)(F)F)c1ccccc1 (configuration not stated)
[52] O=C(NNC(=O)C1CCC1)c1ccc(Cl)cc1
[53] C[C@H]1CN([C@@H](C)CO)C(=O)Cc2cc(NC(=O)CCN3CCOCC3)ccc2O[C@@H]1CN(C)Cc1ccc(C(=O)Nc2ccccc2N)cc1
[54] COc1cc(/C=N/NC(=O)c2cc(-c3ccc4c(c3)OCO4)n[nH]2)ccc1O
[55] Cc1ccc(S(=O)(=O)N2CCCCC2)cc1NC(=O)c1cc2ccccc2o1
[56] CNC[C@@H]1Oc2ccc(NS(C)(=O)=O)cc2C(=O)N([C@@H](C)CO)C[C@@H]1C
[57] CCNC(=S)N1CCN(S(=O)(=O)c2ccc(C)cc2)CC1
[58] C[C@@H]1CN([C@@H](C)CO)C(=O)c2cc(NC(=O)C3CCCCC3)ccc2O[C@@H]1CN(C)Cc1ccc(Cl)c(Cl)c1
compound no.,49,50,51,52,53,54,55,56,57,58
SIRT5 inh,2,-2,0,-2,2,-1,-10,·,-5,-6
C2C12 statin,-1,-3,·,-1,·,·,-9,2,17,?
LGR2 inh,9,10,-1,12,-5,-22,-2,3,-3,1
PGC1a acetyl inh,4,·,4,·,6,·,-4,7,-3,-10
Cneo AK release,·,2,·,3,·,·,-1,·,1,2
S100A4 MyoIIA,4,-5,0,-3,-11,2,7,·,-22,-5
Xi reactivation,-0.1,0.8,·,0.1,0.3,0.1,0.2,0.2,0.0,-0.3
ERAP1 inh,4,-4,-2,-4,0,-1,5,·,-3,0

This is a subset. The share of hits here may be higher or lower than overall.
